SENP6 block = inhibitors of human SENP6 protease; Recombinant SENP6 catalytic domain, aminoluciferin luminescence; inhibition, % at 10 µM; 330,000 compounds, 1.8% hits;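 active = inhibition above about 50% at the single tested dose, limit read from the data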;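 also: plate controls were DMSO wells with enzyme for no effect and DMSO wells lacking enzyme for full effect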
SENP7 inh = blocks the human protease SENP7; Q9BQF6; recombinant SENP7, Z-RLRGG-aminoluciferin luminescence, 40 min; inhibition, % at 5 µM; 330,000 compounds, 1.5% hits;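 active = inhibition above about 50% at the single test dose, limit read from the data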;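 also: plate controls were DMSO with enzyme for no effect and no enzyme buffer wells for full effect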
Target sequence (Q9BQF6 706-1050 limits assumed): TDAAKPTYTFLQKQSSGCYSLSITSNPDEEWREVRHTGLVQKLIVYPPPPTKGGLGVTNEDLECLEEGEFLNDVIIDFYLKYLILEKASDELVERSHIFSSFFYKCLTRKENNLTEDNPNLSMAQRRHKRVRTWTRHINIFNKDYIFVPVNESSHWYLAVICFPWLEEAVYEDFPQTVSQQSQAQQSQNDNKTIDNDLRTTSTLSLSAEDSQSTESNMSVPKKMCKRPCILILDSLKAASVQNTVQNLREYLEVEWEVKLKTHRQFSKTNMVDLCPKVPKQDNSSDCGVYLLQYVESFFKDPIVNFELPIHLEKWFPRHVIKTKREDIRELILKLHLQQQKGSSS
Apaf1 inhib = inhibitors of human Apaf-1 apoptosome. inhibition, % at 20 µM. O14727. reconstituted apoptosome caspase-3 activity, DEVD-Rh110 fluorescence. 330,000 compounds, 0.71% hits. AID 489030; active = inhibition of at least 40% at 20 µM;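 also: plate controls were DMSO wells for no effect and DEVD-CHO caspase inhibitor wells for full effect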
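Assay system – apoptosome proteins · Medium – Hepes buffer, pH 7.5 · Also added – cytochrome c with DEVD-Rh110 · Timing – 30 min compound preincubation, 50 min activation, room temperature · Detection – Rh110 fluorescence, excitation 480 nm, emission 540 nm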
UBC13 inh = inhibitors of human UBC13 polyubiquitin chain formation. P61088. TR-FRET. inhibition, % at 20 µM. 330,000 compounds, 0.47% hits. AID 485273; in the data active = inhibition above about 45%, passing the limit was not always enough; inconclusive = no clear call, values can overlap the other calls
Target sequence (P61088 whole entry, looked up): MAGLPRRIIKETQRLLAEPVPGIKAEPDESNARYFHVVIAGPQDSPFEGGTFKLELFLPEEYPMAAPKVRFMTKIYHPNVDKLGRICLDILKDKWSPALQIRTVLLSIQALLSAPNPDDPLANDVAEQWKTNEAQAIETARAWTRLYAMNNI
APOBEC3G inh = inhibitors of human APOBEC3G DNA deaminase. recombinant A3G, ssDNA deamination FAM/TAMRA fluorescence. inhibition, % at 20 µM. 330,000 compounds, 0.28% hits. Q9HC16;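 active = inhibition of at least 40% at 20 µM, with no more than 30% in the related APOBEC3A deaminase screen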;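 also: plate controls were DMSO wells with A3G for no effect and wells lacking A3G enzyme for full effect; some compounds called inactive have numbers as strong as hits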
Target sequence (Q9HC16 whole entry, looked up): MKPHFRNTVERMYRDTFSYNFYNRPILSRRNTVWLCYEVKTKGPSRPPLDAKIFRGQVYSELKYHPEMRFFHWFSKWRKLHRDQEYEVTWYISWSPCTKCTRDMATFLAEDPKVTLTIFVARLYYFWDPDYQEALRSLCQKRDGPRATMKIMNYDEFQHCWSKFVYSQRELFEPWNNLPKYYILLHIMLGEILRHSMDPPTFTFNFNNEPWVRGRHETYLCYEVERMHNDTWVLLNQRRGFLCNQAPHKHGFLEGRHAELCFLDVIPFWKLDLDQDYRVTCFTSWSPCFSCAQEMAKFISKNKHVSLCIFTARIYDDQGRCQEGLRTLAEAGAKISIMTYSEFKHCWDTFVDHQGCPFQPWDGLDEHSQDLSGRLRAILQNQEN
SENP1 FRET inh = blocks the human SENP1 SUMO protease catalytic domain. Q9P0U3. recombinant SENP1 catalytic domain, CyPet-SUMO1-YPet FRET cleavage. inhibition, % at 10 µM. 360,000 compounds, 0.21% hits;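 active = inhibition at least 30% at 10 µM, raw YFP signal under a set limit, fluorescence ratio 0.5 to 1.5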;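 also: 0% = enzyme with DMSO and 100% = no enzyme wells; some results filed as inactive read as strong as hits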
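system = hSENP1 catalytic domain, recombinant | reagent = SFCypet-SUMO1-SFYpet substrate at 25 nM | doses = one dose per compound, 10 µM, 0.5% DMSO | incubation = enzyme reaction for 50 min at room temperature, dark | measured by = FRET, CFP and YFP emission | controls = no-enzyme low, enzyme-DMSO high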
SENP8 block-1 = blocks the human protease SENP8; inhibition, % at 10 µM; AID 2540; Q96LD8; 330,000 compounds, 1.2% hits; purified SENP8, Z-RLRGG-aminoluciferin cleavage, luminescence; in the data active = inhibition above about 50%
SENP8 block-2 = SENP8 (human) protease inhibition. 360,000 compounds, 0.64% hits. inhibition, % at 20 µM. AID 602440. Q96LD8. recombinant SENP8, Nedd8 substrate fluorescence; in the data active = inhibition mostly above about 40%, no sharp cut-off; inactive = mostly below about 27%
* = called active by the depositor; u = inconclusive; x = no result given.

SMILES	SENP6 block	SENP7 inh	Apaf1 inhib	UBC13 inh	APOBEC3G inh	SENP1 FRET inh	SENP8 block-1	SENP8 block-2
Cc1cccc(C(=O)OCC(=O)NC(=O)Cc2ccccc2)c1O	-15	-6	8	11	-4	0	3	-25
CC1=Nc2cc(C(=O)O)ccc2Sc2ccc(C)cc21	5	2	10	-9	12	-1	-4	-1
CCC1Oc2ccccc2C(=O)N(CC(=O)c2ccc3c(c2)OCCO3)C1=O (stereo unspecified)	43	50	27	-2	-7	0	7	6
O=C(NC(=S)NCc1cccnc1)c1ccccc1	-4	-2	5	6	2	2	-9	9
CC1(C)CC(=O)C(C=NCCN2CCN(C3CC(=O)N(c4ccc(F)cc4)C3=O)CC2)=C(O)C1 (stereo unspecified)	1	5	-16	-5	-11	2	-3	18
O=C(CSc1nnc2ccccn12)NNC(=O)c1ccccc1	3	-1	-4	3	-5	1	-1	-4
COc1ccc(OCC(NS(=O)(=O)c2ccc(-n3cnnn3)cc2)C(C)C)cc1 (stereo unspecified)	1	-9	-424	11	0	1	-9	20
COc1cc(/C=N/NC(=O)CCOc2ccccc2C)cc(Br)c1O	-5	2	-1	4	-7	0	-3	-154
COc1ccccc1-c1c(C(F)(F)F)oc2cc(OC(=O)c3cccc([N+](=O)[O-])c3C)ccc2c1=O	-9	6	-1	-1	-9	3	5	8
COc1cc(NC(=O)C(=O)NCCN(C)C)c(OC)cc1Cl	-10	5	9	2	4	2	0	7
COCCCNC(=O)C[C@H]1C[C@H](C(=O)N2CCCCC2)[C@@]2(C)c3[nH]c4cc(-c5ccco5)ccc4c3CCN2C1=O	x	-5	17	x	5	-15	x	-338
Clc1ccc(-c2cc(CN3CCCCC3)no2)cc1Cl	5	-8	14	6	-11	1	-13	13
O=C(Nc1ccccc1)OCCCCCOC(=O)Nc1ccccc1	8	1	-10	6	-7	0	8	6
O=C1CSCN1c1cc(Cl)ccc1Cl	12	-7	0	3	-2	3	-1	5
CCN(CC)CCNC(=O)c1ccc(NC(=O)c2ccc(F)cc2F)cc1	-3	-8	-5	4	-2	0	2	11
O=C(O)C1OC(Oc2c(-c3ccc(O)c(O)c3)oc3cc(O)cc(O)c3c2=O)C(O)C(O)C1O (stereo unspecified)	-3	15	4	-10	5	x	-7	x
CCOc1ccc(CN(C)Cc2cc(=O)oc3cc(C)c(Cl)cc23)cc1	-14	1	21	-2	-2	-1	2	23
CCOC(=O)C1=C(CS(=O)(=O)c2ccc(C)cc2)NC(=O)NC1c1ccc(O)c(OC)c1 (stereo unspecified)	-18	-8	-5	-6	-7	0	-6	20
CC(C)(C)C(=O)Nc1cccc(OC(F)(F)C(F)Cl)c1 (stereo unspecified)	15	2	-15	-4	-12	2	7	10
O=C1c2ccccc2NC2(CCCCC2)N1N=C1CCCCC1	8	5	-3	10	-3	0	-5	-255
CCSc1nc2ccccc2n1S(=O)(=O)c1ccccc1	-4	-8	5	1	-7	1	-8	5
Cc1ccc(S(=O)(=O)NCCC(=O)Nc2cc(F)ccc2C)cc1C	-3	-2	6	1	-11	0	-2	13
COC(=O)c1c(NC(=O)c2ccco2)sc2c1CCN(C(C)=O)C2	2	3	0	8	-3	-1	0	-484
Cc1cc(C(=O)CSc2nnc(-c3ccc(F)cc3)o2)c(C)n1CC1COc2ccccc2O1 (stereo unspecified)	1	4	11	-12	3	2	0	7
C=CCNC(=O)/C(C#N)=C/c1c(N(Cc2ccccc2)Cc2ccccc2)nc2ccccn2c1=O	-20	2	3	6	-9	-33	-4	-22
CCC(CC)C(=O)Nc1cccc(C(=O)Nc2nccs2)c1	-9	-11	1	-5	-4	4	-12	5
CCn1ncc(S(=O)(=O)NCc2ccccc2Cl)c1C	-2	-2	17	-6	24	2	6	6
COc1ccc(C(=O)CC(SCC(NC(C)=O)C(=O)O)c2ccc(Cl)cc2)cc1OC (stereo unspecified)	-34	-8	11	8	-10	2	-11	16
COCC(C)n1c(C)cc(C(=O)COC(=O)/C=C/c2cccc(F)c2)c1C (stereo unspecified)	-9	-1	11	8	-16	0	-9	4
COC(=O)c1ccc(NC(=O)C(C)N2C(=O)c3ccccc3C2=O)cc1 (stereo unspecified)	-8	3	4	1	1	-2	-2	12
CCOC(=O)N1CCN(C(=S)Nc2ccc3nc(N4CCN(CC)CC4)cc(C)c3c2)CC1	-12	-3	14	22	-1	-27	0	-286
COc1cc(OC)cc(C(=O)OCC(=O)NCCCc2ccccc2)c1	-32	2	4	-1	-5	2	-8	14
CC(C)NC(=O)COC(=O)c1ccc(Cl)c(S(N)(=O)=O)c1	1	3	-15	-9	-8	1	3	22
Cc1cccc(CC(=O)Nc2cc(C)c3c(=O)oc4ccccc4c3n2)c1	-7	6	4	10	-6	-12	8	-20
O=C(CN1CCCCCC1)Nc1ccccc1C(=O)Nc1ccccc1	-4	-10	17	-8	11	2	0	-1
CCCCCC(=O)NCc1c(C(F)(F)F)nn(C)c1N1CCOCC1	-15	-11	5	-5	-4	2	-7	3
COc1ccccc1OCc1ccc(C(=O)NN)o1	0	7	-5	u	-8	1	2	21
O=C1C(=O)c2ccc(-c3ccccc3)cc2-c2ccccc21	89*	91*	98*	-50	0	0	58*	100*
Cc1cc(C)nc(N2CCCC(C(=O)NC(C)C)C2)n1 (stereo unspecified)	5	-2	-1	11	-2	-1	1	-42
Cc1c(C(=O)N(CCO)Cc2ccccc2)oc2c(F)cccc12	1	3	7	-6	-2	1	-5	4
O=C(CCCn1nnc2ccccc2c1=O)N[C@@H](Cc1ccccc1)C(=O)O	-13	-9	-6	-4	-6	0	-3	1
O=C1CC(C(=O)Nc2ccccc2)N=C(N2CCCCC2)N1 (stereo unspecified)	1	-6	-16	4	-4	0	5	20
N#C/C(=C\c1ccccc1[N+](=O)[O-])C(=O)NCc1ccccc1	1	-1	-3	-2	-7	-8	2	0
COc1ccc(CN2C(=O)c3ccccc3C2C(=O)NC2CCCC2)c(OC)c1 (stereo unspecified)	-6	-9	-8	-1	-4	0	-10	11
Cn1c(SCC(=O)NCCc2ccccc2)nc2c([nH]c3ccccc32)c1=O	-3	-11	10	-15	-10	4	-11	-26
c1ccc(-c2cc(-c3nnco3)c3ccccc3n2)nc1	5	1	-2	-14	-1	1	-11	-13
Cc1cccc(N2CCN(C(=O)c3c(C)nn(Cc4ccccc4Cl)c3C)CC2)c1C	-18	-1	20	5	-6	-7	-8	22
Cc1[nH]c(=O)[nH]c(=O)c1/C=N/NC(=O)[C@H](C)NC(=O)OC(C)(C)C	8	-3	0	-5	-1	0	-3	12

14 compounds out of the list, ordered by SMILES length, smallest number first.
SMILES	SENP6 block	SENP7 inh	Apaf1 inhib	UBC13 inh	APOBEC3G inh	SENP1 FRET inh	SENP8 block-1	SENP8 block-2
COc1ccccc1OCc1ccc(C(=O)NN)o1	0	7	-5	u	-8	1	2	21
c1ccc(-c2cc(-c3nnco3)c3ccccc3n2)nc1	5	1	-2	-14	-1	1	-11	-13
O=C1CC(C(=O)Nc2ccccc2)N=C(N2CCCCC2)N1 (stereo unspecified)	1	-6	-16	4	-4	0	5	20
O=C1C(=O)c2ccc(-c3ccccc3)cc2-c2ccccc21	89*	91*	98*	-50	0	0	58*	100*
Cc1c(C(=O)N(CCO)Cc2ccccc2)oc2c(F)cccc12	1	3	7	-6	-2	1	-5	4
CCCCCC(=O)NCc1c(C(F)(F)F)nn(C)c1N1CCOCC1	-15	-11	5	-5	-4	2	-7	3
CC(C)NC(=O)COC(=O)c1ccc(Cl)c(S(N)(=O)=O)c1	1	3	-15	-9	-8	1	3	22
Cc1cccc(CC(=O)Nc2cc(C)c3c(=O)oc4ccccc4c3n2)c1	-7	6	4	10	-6	-12	8	-20
COC(=O)c1ccc(NC(=O)C(C)N2C(=O)c3ccccc3C2=O)cc1 (stereo unspecified)	-8	3	4	1	1	-2	-2	12
Cn1c(SCC(=O)NCCc2ccccc2)nc2c([nH]c3ccccc32)c1=O	-3	-11	10	-15	-10	4	-11	-26
O=C(CCCn1nnc2ccccc2c1=O)N[C@@H](Cc1ccccc1)C(=O)O	-13	-9	-6	-4	-6	0	-3	1
Cc1cccc(N2CCN(C(=O)c3c(C)nn(Cc4ccccc4Cl)c3C)CC2)c1C	-18	-1	20	5	-6	-7	-8	22
CCOC(=O)N1CCN(C(=S)Nc2ccc3nc(N4CCN(CC)CC4)cc(C)c3c2)CC1	-12	-3	14	22	-1	-27	0	-286
Cc1[nH]c(=O)[nH]c(=O)c1/C=N/NC(=O)[C@H](C)NC(=O)OC(C)(C)C	8	-3	0	-5	-1	0	-3	12

Next compounds:
SMILES	SENP6 block	SENP7 inh	Apaf1 inhib	UBC13 inh	APOBEC3G inh	SENP1 FRET inh	SENP8 block-1	SENP8 block-2
CCNc1nc(OCCNC(C)=O)nc(N(C)C)n1	-2	-3	-1	-6	-1	2	-15	17
COc1ccc(NC(=O)CSc2nnc(COc3ccccc3)n2Cc2ccco2)cc1OC	-6	-7	11	4	-3	-1	-4	12
Cn1c(=O)n(C)c2cc(S(=O)(=O)Nc3ccccc3)ccc21	-18	1	-1	5	-3	3	-4	12
O=C(CCl)N(c1ccccc1)c1c[nH]c2ccccc12	-6	-4	7	0	-4	-1	3	19
Cc1nc(N2CCOCC2)c2c(C)c(C(=O)Nc3ccc(C(F)(F)F)cc3)sc2n1	-11	13	7	6	7	0	4	-174
O=[N+]([O-])c1cccc(-c2nc(-c3ccccc3)c(-c3cccs3)[nH]2)c1	-1	6	16	5	-6	3	3	-3
CN(C)/C=N/c1c(C#N)cnn1-c1ccccc1	4	6	-21	4	-6	1	-2	4
O=C(/C=C/c1ccc(Br)cc1)N1CCN(Cc2ccccc2)CC1	-10	-10	23	1	-8	0	-12	9
CCOC(=O)N1CCN(C(=O)CCC(=O)c2ccc(OCC)cc2)CC1	15	10	12	5	-3	0	-6	12
CC(C)c1ccc(C(C(=O)NC2CCCCC2)N(C(=O)c2csnn2)C2CC2)cc1 (stereo unspecified)	-39	-9	13	-6	-5	1	-4	5
COc1ccc(N2C(=O)CC(N3CCN(c4nc5ccccc5s4)CC3)C2=O)cc1 (stereo unspecified)	-16	-6	9	-9	-4	0	-6	16
OC1(c2ccc(Cl)cc2)CCN(Cc2cn[nH]c2-c2ccc(F)cc2)CC1	-10	14	-3	6	-4	2	-9	13
CCOc1cc(N2CCOCC2)c(OCC)cc1NC(=O)COC(=O)COc1ccc(C#N)cc1	-4	3	9	3	-7	2	1	13
CCn1c(SC)nnc1-c1c[nH]c2ccccc12	21	-2	2	1	-7	2	0	24
COc1ccc(C(=O)N/C(=C\c2ccc(Cl)cc2)C(=O)NCC2CCCO2)cc1 (stereo unspecified)	-11	3	13	-6	11	-6	-5	4
